Screens as filed in PubChem BioAssay.
pPAFAH inh: pPAFAH (human) enzyme inhibition; Q13093; recombinant pPAFAH, FP-rhodamine probe fluorescence polarization; inhibition, % at 3.39 µM; 1.5% of 330,000 active; AID 463082;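 active means inhibition above the mean inhibition across the screen plus 3 SD, cut at about 25% in these data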;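 further: inhibitors block binding of the rhodamine activity-based probe so polarization drops; 0% = enzyme with DMSO and 100% = wells lacking pPAFAH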
LYPLA1 counter: counter-screen for PME1 inhibitors: inhibitors of human LYPLA1; O75608; recombinant LYPLA1, FP-Rh probe fluorescence polarization; inhibition, % at 5.9 µM; 0.16% of 320,000 active; AID 2174;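 active means inhibition above the mean of all tested compounds plus 3 SD, set per campaign, cut at about 14% in these data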;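 further: inhibitors block serine hydrolase probe labeling of LYPLA1 so polarization falls; 0% = enzyme with DMSO and 100% = wells lacking LYPLA1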
Target sequence (O75608 whole entry, looked up): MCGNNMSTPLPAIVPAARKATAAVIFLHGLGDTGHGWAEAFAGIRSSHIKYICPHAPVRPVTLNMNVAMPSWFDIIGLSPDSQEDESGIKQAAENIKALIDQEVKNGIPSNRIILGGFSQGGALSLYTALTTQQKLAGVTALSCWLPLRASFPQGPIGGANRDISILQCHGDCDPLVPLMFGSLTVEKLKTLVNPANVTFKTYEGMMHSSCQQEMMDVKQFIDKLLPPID
PAFAH1B2 FP inh: inhibitors of human PAFAH1B2 | recombinant PAFAH1B2, FP-rhodamine activity probe, fluorescence polarization | inhibition, % at 3.39 µM | 1.2% of 340,000 active;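 active means inhibition above the mean of all tested compounds plus 3 SD, cut at about 24% in these data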;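 further: 0% = enzyme with DMSO and 100% = wells lacking PAFAH1B2; many of its hits are not listed in these tables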
Target sequence (P68402 whole entry, looked up): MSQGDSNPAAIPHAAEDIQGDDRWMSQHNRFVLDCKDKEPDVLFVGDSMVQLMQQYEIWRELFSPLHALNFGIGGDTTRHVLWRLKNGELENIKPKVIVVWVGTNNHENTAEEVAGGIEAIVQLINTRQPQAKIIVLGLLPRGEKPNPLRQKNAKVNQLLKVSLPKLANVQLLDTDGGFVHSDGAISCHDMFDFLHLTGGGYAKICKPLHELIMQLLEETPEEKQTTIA
LYPLA2 counter: blocks human lysophospholipase 2, a PME1 counter-screen; 0.38% of 320,000 active; inhibition, % at 5.9 µM; recombinant LYPLA2, FP-Rh probe fluorescence polarization;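 active means inhibition above the screen-wide mean plus 3 SD, limit set per campaign, cut at about 26% in these data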;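 further: 0% = LYPLA2 with DMSO and 100% = wells lacking LYPLA2 enzyme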
Target sequence (O95372 whole entry, looked up): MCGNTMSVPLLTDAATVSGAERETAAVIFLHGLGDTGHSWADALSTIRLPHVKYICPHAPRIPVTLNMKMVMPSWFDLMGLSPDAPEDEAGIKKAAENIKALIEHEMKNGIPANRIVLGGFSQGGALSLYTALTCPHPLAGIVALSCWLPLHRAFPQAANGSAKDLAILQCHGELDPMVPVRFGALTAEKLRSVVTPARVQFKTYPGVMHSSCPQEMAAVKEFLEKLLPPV
PAD4 inh: PAD4 (human) enzyme inhibition; Q9UM07; AID 485272; recombinant PAD4, RCA probe fluorescence polarization; 0.41% of 330,000 active; inhibition, % at 6.36 µM;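 active means percent inhibition above a cutoff equal to the mean of all tested compounds plus 3 SD, cut at about 15% in these data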;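 further: 0% = PAD4 with RCA probe and DMSO and 100% = probe without PAD4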
PME-1 primary: blocks human protein phosphatase methylesterase 1 | Q9Y570 | recombinant PME-1, FP-Rh probe fluorescence polarization | 0.53% of 320,000 active | inhibition, % at 5.9 µM;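 active means inhibition above the campaign mean of all compounds plus 3 SD, cut at about 26% in these data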;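 further: competitive labeling of PME-1 active site by serine hydrolase directed probe; 0% = PME-1 with DMSO and 100% = wells lacking PME-1 enzyme; inhibitors block probe labeling so polarization falls and inhibition rises; many of its hits are not listed in these tables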
PAFAH1B3 inh: inhibitors of human PAFAH1B3 | inhibition, % at 3.39 µM | recombinant PAFAH1B3, FP-rhodamine probe, fluorescence polarization | AID 492972 | 0.28% of 340,000 active | Q15102;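 active means inhibition above the screen-wide average of all tested compounds plus 3 SD, cut at about 25% in these data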;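 further: 0% = enzyme with DMSO only and 100% = wells lacking PAFAH1B3 protein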
PAFAH2 FP inh: PAFAH2 (human) inhibition; recombinant PAFAH2, FP-rhodamine activity probe, fluorescence polarization; Q99487; 0.99% of 340,000 active; inhibition, % at 3.39 µM; AID 492956;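 active means inhibition above the mean over all tested compounds plus 3 SD, cut at about 30% in these data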;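 further: inhibitors block probe labeling of enzyme so polarization drops; 0% = enzyme with DMSO and 100% = wells lacking PAFAH2 protein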
GSTO1 counter: blocks human GSTO1 in RBBP9 counter-screen | 1.1% of 300,000 active | recombinant GSTO1, activity-based probe fluorescence polarization | AID 1974 | inhibition, % at 5.96 µM;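 active means inhibition above the campaign mean inhibition plus 3 SD, cut at about 35% in these data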;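 further: 0% = GSTO1-1 with DMSO and 100% = wells lacking GSTO1-1 enzyme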
Target sequence (P78417 whole entry, looked up): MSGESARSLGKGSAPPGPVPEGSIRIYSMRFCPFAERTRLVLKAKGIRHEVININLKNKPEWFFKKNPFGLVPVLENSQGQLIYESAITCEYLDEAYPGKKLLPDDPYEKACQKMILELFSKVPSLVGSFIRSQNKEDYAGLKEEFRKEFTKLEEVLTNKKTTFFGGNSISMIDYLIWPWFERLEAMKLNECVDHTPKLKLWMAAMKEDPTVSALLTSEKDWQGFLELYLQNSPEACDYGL
The depositor's hits bear a star; nt = not tested or not shown. The list is partial; the hit share may differ from the screen's.

SMILES | pPAFAH inh | LYPLA1 counter | PAFAH1B2 FP inh | LYPLA2 counter | PAD4 inh | PME-1 primary | PAFAH1B3 inh | PAFAH2 FP inh | GSTO1 counter
CN(C)c1nc(=NCc2ccco2)ss1 | 8 | 1 | 1 | 1 | -3 | -1 | 1 | -7 | -4
CC(C)[C@H](NC(=O)[C@@H]1CSC2c3ccccc3C(=O)N21)C(=O)NC1CCCC1 (stereo not given in full) | 4 | 5 | 1 | 6 | 2 | 1 | 3 | 1 | 4
O=C1CC(C(=O)Nc2ccccc2)C2(CCCCC2)O1 (stereo not given) | 0 | 0 | 4 | -3 | -4 | -2 | -1 | 5 | 5
NNc1nc2sc3c(c2c(=O)n1-c1ccccc1)CCCC3 | 11 | 0 | -3 | -1 | 4 | 6 | 1 | 3 | 6
Cc1ccc(/C=N/N2CCN(c3ccccn3)CC2)o1 | 0 | 0 | 2 | 2 | -2 | -3 | 5 | -5 | 11
COCc1c(C(N)=O)nnn1-c1nonc1N | -5 | 3 | -2 | -2 | -3 | -6 | -8 | 4 | -3
CCCc1cc(C(=O)Nc2cc(Br)ccc2O)no1 | -2 | -4 | 0 | -2 | -3 | -12 | -2 | 15 | -8
COc1ccc(/C=C2/SC(=O)N(CCC(=O)Nc3ccc(C)cc3)C2=O)cc1OC | 1 | 0 | nt | -5 | -5 | -1 | nt | nt | 1
Fc1ccc(Cn2c(SCc3ccc(F)c(C(F)(F)F)c3)nnc2C(F)(F)F)cc1 | -1 | -3 | 13 | 2 | 23* | -1 | 12 | -9 | 6
Cc1cc(NCCO)c2cc(O)ccc2n1 | 6 | 4 | 4 | 1 | -5 | 3 | 15 | -1 | -2
CCN(C(=O)COC(=O)c1cncc(Br)c1)C1CCS(=O)(=O)C1 (stereo not given) | 3 | -1 | 1 | -1 | -5 | -5 | 2 | -2 | 3
CC1CC(C)CN(C(=O)Cn2c(=O)c3cccn3c3cccnc32)C1 (stereo not given) | 7 | 1 | 23 | 9 | 3 | 1 | 9 | 8 | 3
CN1C(=O)C2(c3ccccc31)C1CCCC=C1C(C#N)=C(N)C2(C#N)C#N (stereo not given) | 7 | 0 | 5 | -1 | -4 | 4 | 1 | 7 | 1
O=C1C2CCCCN2C(=O)N1CCCCN1CCN(c2cccc(Cl)c2)CC1 (stereo not given) | 25* | 0 | 5 | 16 | -5 | -3 | -5 | -2 | 0
Cc1ccc(C(=O)Nc2ncccc2O)cc1S(=O)(=O)N1CCCCC1 | 3 | 2 | 8 | 0 | -7 | 4 | 0 | 15 | -8
O=C1CC(c2ccco2)CC2=C1C1c3ccccc3C(=O)N1c1ccccc1N2 (stereo not given) | -3 | -1 | 3 | -1 | -9 | 4 | 4 | 6 | -4
Cc1cc(NC(=O)CS(=O)CC(=O)Nc2c(C)cccc2C)ccc1-n1cnnn1 (stereo not given) | 6 | -2 | 8 | -3 | 0 | -4 | 12 | 2 | 2
O=C(O)c1cc2c(cc1NC(=O)C1CCCC1)OCCO2 | 2 | 2 | 0 | 1 | 1 | 8 | 6 | 5 | nt
CCOc1ccc(/C=C2/C(=O)N(c3ccc(OC)cc3)C(=S)N2CC(=O)OC)cc1OCC | 4 | -1 | -2 | -2 | 6 | 4 | -1 | -10 | -4
COc1ccccc1N1CCN(C(=O)c2sc3ncnc(N4CCN(c5ccccn5)CC4)c3c2C)CC1 | 0 | 0 | 2 | 0 | -3 | 5 | -4 | 1 | 2
OC(CNCc1ccccc1)COc1ccccc1 (stereo not given) | -1 | 4 | -1 | 2 | 6 | 0 | 3 | 3 | 8
O=C(NCc1ccccn1)C1CCC(CNS(=O)(=O)c2cccc3nsnc23)CC1 (stereo not given) | -1 | 4 | -4 | 4 | -6 | 18 | -6 | -1 | -4
O=C(c1ccc(-c2ccccc2)cc1)C1CCCN(Cc2ccncc2)C1 (stereo not given) | 10 | 2 | 5 | 1 | -3 | 0 | -4 | 4 | 0
CCC(=O)Nc1ccc2nc(C3CC3)n(Cc3ccccc3)c(=O)c2c1 | 5 | 3 | 3 | 3 | 1 | -1 | 1 | -3 | -1
N#Cc1ccccc1OCC(=O)OCC(=O)NCc1ccc2c(c1)OCO2 | 6 | -2 | 1 | -2 | -7 | -3 | 16 | 1 | nt
Cc1ccc(S(=O)(=O)N(C)C)cc1-n1c(SCC(=O)N(C)C)nc2ccccc2c1=O | 0 | 0 | 1 | -3 | -2 | -2 | 7 | -1 | -9
Cc1ccc(Cl)cc1NC(=O)Nn1cnnc1 | 6 | 1 | 4 | 1 | -1 | 7 | -2 | 6 | 4
CC(C)(C)Nc1nc(Nc2ccc([N+](=O)[O-])cc2)nc(NC(C)(C)C)n1 | 0 | -3 | 0 | -9 | 2 | -7 | -4 | -3 | -4
CCOC(=O)c1sc2ncnc(N3CCN(c4ccc(OC)cc4)CC3)c2c1C | 3 | -1 | -2 | 5 | 7 | 0 | -1 | -5 | 8
COc1ccc(-n2c(SCC3OCCO3)nc3c(sc(=S)n3-c3ccccc3)c2=O)cc1OC | 0 | -2 | -3 | 6 | 0 | 4 | 2 | 5 | 3
O=C(NCCc1ccccc1)C1c2ccccc2C(=O)N1Cc1cccs1 (stereo not given) | -2 | 0 | 0 | 4 | -4 | -10 | -1 | 1 | 4
COc1ccccc1/C=C/C(=O)NCCc1ccccn1 | -2 | 0 | 3 | 6 | 0 | -2 | -1 | -5 | -3
CCCC(=O)Nc1cc(S(=O)(=O)N(CC)CC)ccc1Cl | 2 | -5 | 1 | -5 | -4 | -1 | 2 | 11 | 1
CS(=O)(=O)c1ccc2nc(NC(=O)c3ccc(NS(=O)(=O)c4cccc([N+](=O)[O-])c4)cc3)sc2c1 | 16 | -6 | 11 | 5 | -1 | -9 | 7 | -17 | -402
O=C(CCc1nc(-c2ccccc2)no1)N1CCCC1 | 0 | 0 | 1 | 2 | -1 | 1 | 5 | -4 | 6
Cc1cccc(NC(=O)C2C3CCC4C(CCC32)C4(Cl)Cl)c1 (stereo not given) | 4 | -5 | 3 | -8 | -6 | 0 | 10 | 1 | 2
COc1ccc(-c2nnc3sc(CCN4C(=O)c5ccccc5C4=O)nn23)cc1 | -8 | -6 | 3 | -8 | -7 | 1 | 8 | -3 | 3
COc1cccc(CN(C)C(=O)c2ccc(N3CCCC3)c([N+](=O)[O-])c2)c1 | 3 | 1 | -1 | 1 | 2 | 0 | 3 | -2 | 3
O=C(CSc1ncn[nH]1)CSc1ncn[nH]1 | 3 | -3 | 1 | 2 | -4 | 1 | 2 | -2 | -8
CCOC(=O)C1CCN(C(=O)CS(=O)Cc2nc(-c3ccc(C)cc3)oc2C)CC1 (stereo not given) | 1 | 0 | 0 | 2 | 1 | -3 | -4 | 1 | 3
CSc1nnc(CNC(=O)c2ccccc2)n1-c1ccc(F)cc1 | -3 | -3 | -1 | -4 | 5 | -7 | 3 | -9 | 12
CCOc1ccccc1NC(=O)CN1C(=O)C(C)SC(C)C1=O (stereo not given) | -2 | 2 | 3 | 4 | 0 | -3 | 2 | 5 | 8
O=C(Cn1c(=O)oc2ccccc21)NC(=O)NCc1ccco1 | 0 | 2 | 1 | 3 | -2 | 2 | 11 | 3 | -3
O=C(CCN1C(=O)S/C(=C/c2ccccc2)C1=O)Nc1ccc(C(=O)O)c(O)c1 | 6 | 1 | 7 | 0 | -1 | 3 | 4 | -5 | 5
COC(=O)c1ccc(NC(=O)CN2CCOCC2)cc1 | 0 | 0 | -1 | 2 | -2 | -3 | 8 | 2 | 5
CN(C)C(CNC(=O)Cc1ccc([N+](=O)[O-])cc1)c1ccccc1 (stereo not given) | 1 | 0 | 5 | -3 | -3 | -4 | 5 | -5 | -1
COC(C/C=C/[C@H](O)[C@@H](C)OCc1ccccc1)OC | -3 | -1 | 1 | 5 | 1 | -5 | 3 | 0 | 5
CC(NC(=O)c1ccc([N+](=O)[O-])o1)C12CC3CC(CC(C3)C1)C2 (stereo not given) | 0 | -2 | 39* | -2 | 1 | -3 | 11 | 16 | 21
Cc1cccc(NC(=O)CSc2nc(C)c(Cc3ccccc3)c(=O)[nH]2)c1C | -2 | 4 | nt | -1 | -1 | -4 | nt | nt | 10
Cc1cccc(NC(=O)c2ccc(OCc3c(C)noc3C)cc2)c1 | 0 | -7 | 3 | 3 | 6 | -6 | 2 | -11 | nt

(continued)
SMILES | pPAFAH inh | LYPLA1 counter | PAFAH1B2 FP inh | LYPLA2 counter | PAD4 inh | PME-1 primary | PAFAH1B3 inh | PAFAH2 FP inh | GSTO1 counter
CCOC(=O)c1cnc2c(C)cccc2c1NCc1ccco1 | 2 | 3 | -1 | -10 | -3 | -11 | 0 | 2 | 3
COc1cc(S(=O)(=O)Nc2ccc(Br)cc2)ccc1N | 25* | 3 | 7 | 2 | -2 | -3 | 6 | -1 | 22
COP(=O)(OC)C(Nc1ccc([N+](=O)[O-])cc1)c1ccccc1 (stereo not given) | 0 | -1 | -3 | -2 | -4 | -7 | 6 | -9 | 7
C/C(=N\NC(=O)c1cccnc1)c1ccc(-n2ccnc2)cc1 | 3 | -2 | 2 | -1 | 3 | -2 | -4 | -7 | -2
Cc1ccc(C(=O)Nc2cccc([N+](=O)[O-])c2)cc1S(=O)(=O)Nc1cccc(C(=O)O)c1 | 7 | 2 | 8 | 0 | 2 | 1 | 3 | 3 | -14
Cc1ccc(CSc2ccc3nnc(-c4cccnc4)n3n2)cc1 | 2 | -2 | 1 | -3 | 1 | 1 | 2 | 3 | 1
COc1ccc(C(=O)CSc2nnc(C(CO)NC(=O)c3ccc(OC)cc3)n2C)cc1 (stereo not given) | 2 | 1 | -2 | 1 | -2 | 1 | 5 | -4 | 8
O=c1cnnc(Nc2ccc(Cl)c(C(F)(F)F)c2)[nH]1 | 1 | 1 | 6 | 4 | -6 | -8 | 4 | 3 | -2
CC(Oc1ccccc1)C(=O)NNC(=O)c1ccccn1 (stereo not given) | 5 | 1 | 10 | -1 | 1 | -5 | 11 | 1 | 6
CC(C)CC(=O)Nc1c2c(nn1-c1ccc(F)cc1)CSC2 | -1 | 1 | 1 | 3 | -5 | -1 | 5 | -5 | -2
COc1ccccc1NC(=O)Cn1c(CCC(=O)O)ccc1-c1ccccc1 | 6 | -3 | 3 | -11 | 3 | -6 | 4 | 1 | 2
O=C(NCc1ccc(Cl)cc1)C1CCN(S(=O)(=O)N2CCOCC2)CC1 | 3 | 4 | 10 | 1 | -6 | 4 | 5 | 2 | 4
O=C(CSc1nc2ccccc2c2nc3ccccc3n12)NCc1ccco1 | 22 | -13 | -8 | -21 | -1 | -43 | -11 | 5 | -11
CCOC(=O)C1CCCN(C(=O)/C=C/c2ccc(Cl)cc2)C1 (stereo not given) | 14 | -2 | 3 | 0 | -6 | -3 | 0 | 5 | 3
O=c1c2c3nc4ccccc4nc3n(/N=C/c3ccncc3)c2ncn1-c1ccccc1 | 3 | -2 | nt | -7 | 0 | -2 | nt | nt | 2
CCOc1ccc(-n2nc3c(Cl)nnc(C)c3c2C)cc1 | -1 | 5 | -2 | 0 | -6 | -5 | 5 | 0 | -1
